CXCR6 inh = CXCR6 receptor inhibitors, primary screen, cell-based, beta-arrestin, luminescence, CHO-K1 PathHunter, 1536-well. hit rate 0.36% among 360,000. C-X-C chemokine receptor type 6 (Homo sapiens), O00574. inhibition, % at 20 µM; in the data active means inhibition above about 34%, passing the limit was not always enough;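 further: antagonist mode with CXCL16 agonist at 10 nM final; 0% = 10 nM CXCL16 with DMSO and 100% = unstimulated wells without agonist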
Mdm2-MdmX inh = inhibitors of human Mdm2-MdmX association, primary screen, cell-based, luminescence, split luciferase, SaOS-2, uHTS; Protein Mdm4 (Homo sapiens) + E3 ubiquitin-protein ligase Mdm2 (Homo sapiens), …; SaOS-2 split-luciferase Mdm2/MdmX complementation; inhibition, % at 8 µM; hit rate 3% among 330,000;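 active means inhibition of at least 50% at 8 µM in the primary screen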
Target sequence (O15151 whole entry, looked up): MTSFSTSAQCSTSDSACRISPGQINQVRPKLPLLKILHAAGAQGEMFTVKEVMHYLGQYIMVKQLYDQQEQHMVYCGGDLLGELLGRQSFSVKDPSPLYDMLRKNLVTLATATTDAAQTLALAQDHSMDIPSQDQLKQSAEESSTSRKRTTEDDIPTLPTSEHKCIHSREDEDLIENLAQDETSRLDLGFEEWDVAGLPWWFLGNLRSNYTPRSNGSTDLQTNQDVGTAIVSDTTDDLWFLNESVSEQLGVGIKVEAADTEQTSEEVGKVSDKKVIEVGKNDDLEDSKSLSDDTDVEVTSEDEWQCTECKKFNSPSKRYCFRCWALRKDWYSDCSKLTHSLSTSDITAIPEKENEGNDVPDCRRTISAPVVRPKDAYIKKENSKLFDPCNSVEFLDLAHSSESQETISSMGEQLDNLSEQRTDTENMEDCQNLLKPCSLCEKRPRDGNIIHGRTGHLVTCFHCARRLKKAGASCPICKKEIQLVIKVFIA
Target sequence (Q00987 whole entry, looked up): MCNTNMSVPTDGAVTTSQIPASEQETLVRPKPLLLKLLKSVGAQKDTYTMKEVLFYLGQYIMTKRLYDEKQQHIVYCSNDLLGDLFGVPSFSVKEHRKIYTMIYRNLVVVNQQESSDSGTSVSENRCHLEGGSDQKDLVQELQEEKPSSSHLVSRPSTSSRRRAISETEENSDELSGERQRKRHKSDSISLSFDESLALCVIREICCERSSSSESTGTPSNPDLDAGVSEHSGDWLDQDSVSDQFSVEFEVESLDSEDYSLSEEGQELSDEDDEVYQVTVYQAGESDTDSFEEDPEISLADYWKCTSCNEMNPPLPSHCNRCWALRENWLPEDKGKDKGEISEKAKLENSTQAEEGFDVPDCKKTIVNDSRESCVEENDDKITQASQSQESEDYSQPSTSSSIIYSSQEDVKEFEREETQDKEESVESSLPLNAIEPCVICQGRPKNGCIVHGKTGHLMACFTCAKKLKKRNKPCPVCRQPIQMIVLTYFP
Gli-Sufu block = Gli-Sufu pathway antagonists, primary screen, luciferase luminescence, Sufu-KO-LIGHT cells, uHTS; Sufu-KO-LIGHT fibroblasts, Gli luciferase reporter luminescence; inhibition, % at 5 µM; hit rate 0.74% among 340,000; AID 588413, 2011;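 active means inhibition above about 55%, limit read from the data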;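 further: 0% = DMSO-treated cells and 100% = wells with medium but no cells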
Jurkat NFkB inh = inhibitors of induced NF-kB luciferase reporter, primary screen, TCR NF-kB activation inhibitor project, cell-based, luminescence, uHTS; hit rate 0.53% among 330,000; inhibition, % at 4 µM; AID 435003, 2010; Jurkat, PMA/ionomycin-induced NF-kB luciferase reporter; in the data active means inhibition above about 50%
UPR CHOP act = activators of apoptotic CHOP UPR arm, primary screen, cell-based, CHO-CHOP luciferase reporter, luminescence, uHTS. hit rate 0.34% among 330,000. AID 449763, 2010. UPR activation; percent of tunicamycin response over DMSO baseline. activation, % at 10 µM;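 active means at 10 µM dose, activation of 40% or more, normalized to positive control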;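 further: 100% = tunicamycin at 10 µg/mL and 0% = DMSO alone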
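System: CHO-CHOP luciferase reporter cell line; amount: 500 cells/well; buffer or medium: F12 medium containing 10% fetal bovine serum; incubation: 6 h compound exposure at 37 °C after overnight seeding; measured by: luciferase luminescence after 10 min with Steady-Glo reagent; evaluation: % reporter activation, DMSO baseline versus tunicamycin full activation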
697 NFkB inh = inhibitors of PMA/ionomycin-induced NF-kB reporter, 697 cells, primary screen, B-cell NF-kB inhibitor project, cell-based, luminescence, uHTS; 697 B-cell NF-kB luciferase reporter, 16 h; inhibition, % at 4 µM; hit rate 0.33% among 330,000; in the data active means inhibition above about 35%
CCR6 antagonist = CCR6 receptor antagonists, primary screen, cell-based, CHO-K1, luminescence, beta-arrestin, uHTS. C-C chemokine receptor type 6 (Homo sapiens), P51684. hit rate 0.49% among 340,000. inhibition, % at 20 µM. CHO-K1 CCR6 PathHunter beta-arrestin, CCL20-stimulated;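 active means compounds whose inhibition of the agonist-driven luminescence signal at 20 µM reaches about 50%, limit read from the data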;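 further: cells stimulated with CCL20 at 14 nM final; plate controls were DMSO with CCL20 for no effect and DMSO without agonist for full effect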
EBI2 antag = EBI2 receptor antagonists, beta-arrestin recruitment, primary screen, cell-based, luminescence, 7a,25-OHC stimulation, uHTS; inhibition, % at 5 µM; AID 651636, 2012; G-protein coupled receptor 183 (Homo sapiens), P32249; hit rate 0.81% among 360,000; 7a,25-OHC stimulated; in the data active means inhibition above about 38%;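 further: enzyme fragment complementation signal reports receptor beta-arrestin coupling in cells; 0% = agonist plus DMSO wells and 100% = wells without agonist; some results beyond the cut were filed as inactive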
UPR XBP1 act = activators of adaptive XBP1 UPR arm, primary screen, cell-based, CHO-XBP1 luciferase reporter, luminescence, uHTS | IRE1-XBP1 UPR activation; percent of tunicamycin response, DMSO as zero | activation, % at 20 µM | hit rate 0.33% among 330,000 | AID 463104, 2010;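 active means versus positive control, 20 µM dose yields 30% or more activation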;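 further: 100% = tunicamycin at 10 µg/mL and 0% = DMSO only wells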
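Signal: luciferase luminescence; Assay system: CHO-XBP1 luciferase reporter cells; Amount: one thousand reporter cells per well; Dosing: 20 µM single concentration, DMSO 1%; Benchmarks: high control tunicamycin 10 µg/mL final, low control DMSO vehicle only; Schedule: 6 h compound exposure at 37 °C, 5% CO2; Evaluation: percent activation relative to tunicamycin reference.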
An asterisk follows results filed as active; · = no result given; & = joins results of further samples.

compound	CXCR6 inh	Mdm2-MdmX inh	Gli-Sufu block	Jurkat NFkB inh	UPR CHOP act	697 NFkB inh	CCR6 antagonist	EBI2 antag	UPR XBP1 act
Cc1ccc(C(=O)N(C)c2ccc(OCC(=O)N3c4ccc(C)cc4C4CN(C)CCC43)cc2)cc1 (stereo not drawn)	2	-3	-10	-17	0.7	-20	15	-3	-2
N/C(=N\NC(=O)Nc1ccccc1)c1ccccn1	-6	18	-7	-25	2.6	-33	0	9	3
COc1ccc(C(C(=O)NCCC(C)C)N(CCCO)C(=O)c2snc(C(N)=O)c2N)cc1OC (stereo not drawn)	14	15	-1	2	-0.6	1	-4	2	-2
Cc1ccc(CS(=O)(=O)CCC(=O)O)cc1	-4	13	8	-3	-0.1	14	6	-5	-3
Cn1cnc2c1c(=O)n(Cc1ccccc1)c(=O)n2C	14	-8	-6	17	0.0	-6	22	0	-2
N/C(=N\OC(=O)CCn1cccc(C(F)(F)F)c1=O)c1ccc(Cl)cc1	-19	19	-3	0	0.7	-1	2	-5	0
CC(C)CN(C(=O)c1cc(Cl)nc2ccccc12)C1CCS(=O)(=O)C1 (stereo not drawn)	-8	2	-12	-7	-0.8	-18	4	3	-1
Cc1sc(N)c(C(=O)c2ccccc2Cl)c1C	0	-22	0	1	-1.3	5	22	9	0
O=c1oc2ccccc2n1CCn1c2ccccc2c2nc3ccccc3nc21	3	-8	-11	-13	1.6	-18	0	11	9
CCc1ccc(NC(=O)N(Cc2cccnc2)Cc2ccco2)cc1	-1	-21	5	5	-0.5	-9	-15	-10	-2
CCC(C)C(NC(N)=O)C(=O)Nc1ccc(S(=O)(=O)Nc2ccc(OC)cc2)cc1 (stereo not drawn)	0	-16	-4	10	0.5	10	0	1	-2
NC(=O)CSc1nnc(Cn2c(=O)sc3ccccc32)n1-c1cccc(Cl)c1	-2	-7	2	-8	0.5	-9	2	-9	-2
CC(C)(C)NCCCOc1ccc(Cl)cc1C(C)(C)C	·	21	·	-7	4.3	-22	·	·	2
COC(=O)c1ccccc1NC(=O)c1cccs1	3	5	4	-12	-1.9	-14	13	-1	2
O=C(CCC(=O)OCc1ccc(Cl)cc1)Nc1cccc([N+](=O)[O-])c1	-10	-21	-6	-14	-1.0	-11	-6	3	2
c1ccc2[nH]c(-c3ccnc4ccccc34)nc2c1	-11&5	-20&-22	9&-23	-28&-27	5.9&2.6	-19&-20	-4&-4	3&8	-1&2
CC1=C(C(=O)OC(C)C)C(c2ccsc2)NC(=O)N1C (stereo not drawn)	-9	13	9	8	0.7	17	0	-4	0
O=C(CCc1ccccc1)Nc1cccnc1Cl	-16	0	-11	-18	2.5	-1	-6	0	5
CCOC(=O)C1(Cc2cccc(F)c2)CCN(Cc2cnc(C)s2)CC1	3	2	19	0	1.4	-2	13	-9	-2
O=C(CSc1ncnc2c1cnn2Cc1ccccc1)Nc1ccc2c(c1)OCCO2	2	4	15	-1	-2.1	18	30	2	-7
c1ccc2c(c1)ccn2CCCN1CCCCC1	6	·	8	·	·	·	11	-8	·
COc1ccccc1CCN=C(N)NS(=O)(=O)c1ccc(F)cc1	3	12	13	1	-1.5	-7	14	-8	-2
O=C(N/N=C/c1ccccn1)c1ccc(S(=O)(=O)N2CCCCCC2)cc1	-1	-10	-4	-8	-1.3	-12	-2	9	-4
CCOC(=O)C(C(=O)OCC)C(Nc1ccccc1)c1ccccc1 (stereo not drawn)	6	9	-5	10	-2.1	7	15	-50	-3
N#CCCN(C(=O)CSc1ncccn1)c1ccc2c(c1)OCCO2	0	-12	-10	4	-0.2	9	-2	-11	-4
Cc1ccc(OCCOCCN2CCN(C)CC2)c([N+](=O)[O-])c1	2	5	1	-19	-2.0	14	6	-13	-1
O=C(CSc1nnnn1-c1ccc(F)cc1)NNC(=O)c1ccco1	-3	-16	-1	2	-0.5	-1	4	-5	7
COc1ccc(OCC(=O)Nc2cccc3ncccc23)cc1	-3	1	-8	11	-0.3	-7	-12	2	-2
N#Cc1ccc(NC(=O)COC(=O)c2cccnc2Cl)cc1	-5	-51	-7	12	0.7	-4	3	-8	3
O=C(CN1C(=O)CCS(=O)(=O)c2ccccc21)NCCc1ccccc1	-1	12	4	12	1.6	1	-6	-3	-2
CCOc1ccc(NC(=O)CCNC(=O)Cn2ccc3ccccc3c2=O)cc1	2	28	1	10	1.6	6	1	6	2
Cc1ccc(NC(=O)c2ccc(N3C(=O)C4CC=C(Cl)CC4C3=O)cc2)cc1 (stereo not drawn)	-5	14	3	3	0.3	-29	-1	33	-3
CN=C1SC(C(=O)Nc2ccccc2Cl)CC(=O)N1c1ccc(OC(F)(F)Cl)cc1 (stereo not drawn)	-2	15	-3	4	2.5	-28	1	0	-2
CC1CCCCC1NC(=O)C1CCN(S(=O)(=O)c2ccc3c(c2)CCC(=O)N3)CC1 (stereo not drawn)	-7	17	5	-2	0.1	-6	19	-5	-5
Cc1cc(N/N=C/c2ccccc2F)nc(NCc2ccccc2)n1	7	29	3	19	0.7	8	11	20	-2
CC1CCCCN1S(=O)(=O)c1ccc2c(c1)CCN2C(=O)C1CC1 (stereo not drawn)	5	-36	-4	13	-0.3	-32	0	2	-2
O=C(NCC1(c2ccccc2)CCCC1)C(=O)NCC1(c2ccccc2)CCCC1	5	·	20	·	·	·	2	8	·
CC(C)CCN(C(=O)CNC(=O)c1ccco1)C(C(=O)NC1CCCCC1)c1cccnc1 (stereo not drawn)	4	3	-11	-3	0.2	-7	7	12	-4
O=C(CCCCn1c(=O)c2ccccc2n(CC(=O)Nc2ccc(F)cc2)c1=O)NCc1ccco1	4	-20	0	-4	1.1	13	-7	7	-4
Cc1ccc(N=Nc2ccc(O)c3ncccc23)cc1C	40*	78*	-50	25	37	-93	55*	14	3
CC(=O)Nc1ccc(/C=C/c2nc3ccccc3[nH]c2=O)cc1	0	3	-25	-30	3.2	-18	3	-10	3
CN(C)S(=O)(=O)c1ccc2oc(SCC(=O)Nc3ccccc3F)nc2c1	-4	-104	-82	-116	3.4	-92	10	2	-1
Cc1ccc(-n2cccc2/C=C2/C(=N)N3C(=NC2=O)SN=C3S(C)(=O)=O)cc1	-1	3	18	9	-1.7	10	7	4	-2
COc1ccc(N2CCN(CC(=O)NC(C)c3ccccc3)CC2)cc1 (stereo not drawn)	5	19	2	13	1.2	15	9	-7	-3
O=C(CN1C(=O)CSC1=O)Nc1ccccc1N1CCOCC1	-1	6	2	-5	-0.2	-6	17	-4	0
Fc1ccc2c(c1)/C(=N/Nc1ccccn1)CCS2	4	-5	7	6	2.6	10	2	3	-1
COc1cc(OC)cc(C(=O)N2CCN(Cc3ccccc3Br)CC2)c1	-4	-8	-2	-2	-1.4	-13	8	2	-3
O=C(COC(=O)/C=C/c1ccc(Br)o1)NC1CCCCC1	3	-7	-2	0	0.1	2	14	5	1
Cc1c(NC(=O)Nc2ccccc2)c(=O)n(-c2ccccc2)n1C	-3	·	6	·	·	·	-2	-7	·
CCC(=O)Nc1cc2c3c(c1)CCC(=O)N3CCC2	6	-7	7	-19	-0.2	-37	4	2	-2
CCOc1ccc(-c2c(C(=O)N/N=C/C3CCCCC3)nnn2-c2nonc2N)cc1	-6	8	17	8	-1.5	-7	-5	1	0
Oc1c(CN2CCOCC2)cc(CN2CCOCC2)cc1CN1CCOCC1	-8	·	4	·	·	·	5	-1	·
COc1ccc(C2C(C(=O)NCc3ccco3)CCC(=O)N2c2ccc(OC)cc2)cc1 (stereo not drawn)	-3	-12	1	2	1.2	9	10	-5	1
CCOc1ccc(C(=O)N[C@H](C(=O)Nc2ccccc2OC)C(C)C)cc1	1	16	5	-9	0.6	15	10	-19	8
O=C(/C=C/c1ccccc1)NC(=S)Nc1ccc(CN2CCOCC2)cc1	6	23	8	-13	-0.5	-10	32	12	0
Cc1ccc(S(=O)(=O)N(CC(=O)Nc2ccc(C)cc2C)C(=O)N2CCN(C)CC2)cc1	3	-3	-5	11	-1.8	-38	4	-13	1
CC(C)c1ccc(CNC(=O)C2CC(=O)N(C3CCCCC3)C2)cc1 (stereo not drawn)	3	4	-6	23	0.1	-31	1	11	-3
CCCCC1CCC(C(=O)NC2CCS(=O)(=O)C2)CC1 (stereo not drawn)	-7	22	-15	-12	-2.7	8	-3	-14	-3
O=C(COC(=O)C12CC3CC(CC(O)(C3)C1)C2)Nc1cccc(Br)c1	-3	4	0	-15	1.6	-6	11	13	3
COc1ccccc1CNC(=O)C(NC(=O)C1CCCCC1)C(C)C (stereo not drawn)	0	19	2	-8	-0.9	5	14	0	-2

The listing continues:
compound	CXCR6 inh	Mdm2-MdmX inh	Gli-Sufu block	Jurkat NFkB inh	UPR CHOP act	697 NFkB inh	CCR6 antagonist	EBI2 antag	UPR XBP1 act
COC(=O)c1sc(N(C)C)c(C#N)c1-c1ccccc1	5	9	15	6	-0.2	23	-10	-4	-3
COCCNC(=O)c1cc(S(=O)(=O)N(C)c2ccccc2OC)ccc1C	1	7	-6	7	-0.4	2	3	-2	-1
Cc1ccccc1S(=O)(=O)Cc1ccc(C(=O)N2CCN(c3ccccc3F)CC2)o1	-2	16	25	9	-1.2	-2	14	8	-1
CCc1ccc(S(=O)(=O)Nc2c(C)nc3nc[nH]n3c2=O)cc1	2	-18	-10	-12	-1.1	-21	18	-7	1
CC(C)(C)c1nnc2sc(SCC(=O)N3CCCCC3)nn2c1=O	-1	19	5	0	-0.5	-6	1	-3	-4
O=C(COC(=O)c1ccccc1C(=O)c1ccccc1)c1ccco1	3	-1	-3	-3	1.8	0	4	-9	5
CCOC(=O)C1Nc2c(F)cc(C)cc2C2c3ccccc3CC12 (stereo not drawn)	8	3	-19	-7	-3.1	20	3	-9	2
Cc1ccc(S(=O)(=O)N2CCCCC2CCNC(=O)C(=O)NCc2ccccc2C)cc1 (stereo not drawn)	4	48	-1	17	-2.0	-9	23	8	-2
O=C(NCC1CCCO1)c1cccc(S(=O)(=O)Nc2ccc(F)cc2)c1 (stereo not drawn)	1	-5	4	0	0.1	-1	2	-5	-1
O=Cc1ccc(C(=O)OCC(=O)NC(=O)Nc2ccccc2F)cc1	4	21	-4	10	0.8	18	13	15	-1
Cc1cc(S(=O)(=O)N2CCOCC2)ccc1OCC(=O)NCC1CCCO1 (stereo not drawn)	4	13	4	7	-0.7	1	-22	4	-1

High-throughput results deposited in PubChem by Sanford-Burnham Center for Chemical Genomics.
